Bioassay records: PubChem BioAssay, National Center for Advancing Translational Sciences (NCATS)
PTHR1 ag: activates the human parathyroid hormone receptor PTHR1; HEK293 GP2 PTHR1 cells, GloSensor cAMP luminescence, 1 h; AID 743266; 410,000 compounds, 0.075% hits; Potency, µM (titrated, usually from 115 µM), for the others: top-dose activation, usual class: activators; Q03431; also: potency is read from the fitted curve at half-maximal effect; nearly all actives have a fitted effect of over 55% in size; some results filed as inactive show a strong effect at the top dose; inactives centre near -15; many of its hits are not listed in these tables
Target sequence (Q03431 whole entry, looked up): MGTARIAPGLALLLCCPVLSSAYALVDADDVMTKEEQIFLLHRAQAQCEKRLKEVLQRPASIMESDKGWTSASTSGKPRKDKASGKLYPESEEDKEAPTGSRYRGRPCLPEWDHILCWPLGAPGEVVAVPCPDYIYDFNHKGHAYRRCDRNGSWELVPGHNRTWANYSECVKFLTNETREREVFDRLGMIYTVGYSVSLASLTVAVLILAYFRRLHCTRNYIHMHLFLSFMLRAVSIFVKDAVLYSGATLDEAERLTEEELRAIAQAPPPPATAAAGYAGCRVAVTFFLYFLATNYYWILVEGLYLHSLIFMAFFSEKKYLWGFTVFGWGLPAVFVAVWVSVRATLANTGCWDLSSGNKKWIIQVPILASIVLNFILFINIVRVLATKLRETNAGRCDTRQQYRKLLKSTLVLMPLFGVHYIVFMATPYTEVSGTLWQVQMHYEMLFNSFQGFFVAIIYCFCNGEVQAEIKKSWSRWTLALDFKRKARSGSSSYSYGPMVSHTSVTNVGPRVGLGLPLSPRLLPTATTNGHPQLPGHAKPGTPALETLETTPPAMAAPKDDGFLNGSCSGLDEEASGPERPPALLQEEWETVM
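HEK-293-derived GP2 cells expressing PTHR1 and a GloSensor cAMP reporter, 3,000/well, plated overnight, given luciferin plus IBMX (each 0.5 mM as added) for 1 h at 37 °C, then compound for 1 h at 37 °C. Luminescence was read after 15 min at room temperature.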
GLP1R inv ag: inverse agonists of human GLP-1 receptor; P43220; HEK293 GLP-1R CRE-luciferase, luminescence, 24 h; GLP-1R form is constitutively active; Potency, µM (doses to about 38.3 µM), inactives show at the top dose activity change, negative = inhibition, hits mostly inhibitors; 410,000 compounds, 1.6% hits; also: potency is read from the fitted curve at half-maximal effect; % is scaled to controls: 0 for no effect and ±100 for the full control effect; nearly all actives have a fitted effect of over 55% in size
Target sequence (P43220 whole entry, looked up): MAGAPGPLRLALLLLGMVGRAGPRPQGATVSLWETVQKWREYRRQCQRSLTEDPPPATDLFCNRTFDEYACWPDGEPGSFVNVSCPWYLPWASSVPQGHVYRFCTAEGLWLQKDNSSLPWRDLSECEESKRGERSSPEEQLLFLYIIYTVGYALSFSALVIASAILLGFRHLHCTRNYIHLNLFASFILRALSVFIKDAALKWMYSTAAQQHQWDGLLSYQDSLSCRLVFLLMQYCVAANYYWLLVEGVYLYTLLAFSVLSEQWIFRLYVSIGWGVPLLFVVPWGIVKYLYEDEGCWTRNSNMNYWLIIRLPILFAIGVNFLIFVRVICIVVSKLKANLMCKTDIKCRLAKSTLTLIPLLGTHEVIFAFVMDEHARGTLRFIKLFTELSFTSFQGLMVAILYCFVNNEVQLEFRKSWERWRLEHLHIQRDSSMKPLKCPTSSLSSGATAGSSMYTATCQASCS
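HEK293 cells stably co-expressing a cAMP-responsive luciferase reporter and constitutively active GLP-1R were seeded, incubated 12 h, then exposed to compounds for 24 h at 37 C. Luminescence was read 12 min after detection reagent; inverse agonists lower signal.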
Abeta rescue: compounds reversing amyloid beta toxicity in yeast | yeast expressing A-beta42, growth rescue, OD600, 48 h; response scale: 0% DMSO, 100% iron-clioquinol control | Potency, µM (top dose mostly 46.1 µM), for the others: top-dose growth rescue, most hits filed as activators | 410,000 compounds, 0.063% hits; also: potency is read from the fitted curve at half-maximal effect; nearly all actives have a fitted effect of over 55% in size
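Yeast growth medium received pinned compounds, then yeast cells expressing toxic A-beta were added; plates incubated at 30 C for 48 hr. Growth read as absorbance at 600 nm, normalized to DMSO and equimolar FeCl3 plus clioquinol controls.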
Mm-Cpn inhibitor: M. maripaludis TRiC chaperonin inhibition | Potency, µM (highest dose often 76.9 µM), without a hit: at the top dose activity, negative = inhibition, most hits filed as inhibitors | purified Mm-Cpn ATPase, ADP Transcreener TR-FRET | 330,000 compounds, 0.031% hits; also: potency is read from the fitted curve at half-maximal effect; % is scaled to controls: 0 for no effect and ±100 for the full control effect; nearly all actives have a fitted effect of over 80% in size
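Reaction buffer contained 30 mM Tris pH 7.4, 100 mM KCl, 5 mM MgCl2 and 1 mM DTT. Mm-CPN (25 nM final) hydrolysed 10 uM ATP over 30 min at 37°C; ADP was read by HTRF.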
TDP43 rescue: rescues yeast growth from TDP-43 toxicity; TDP-43 expressing yeast growth rescue, BacTiter-Glo, 24 h; Potency, µM (titrated, usually from 46.1 µM), for the others: at the top dose growth rescue (activation), most hits filed as activators; 410,000 compounds, 1.8% hits; AID 652104; also: potency is read from the fitted curve at half-maximal effect; % of control where 0% means no effect; nearly all actives have a fitted effect of over 50% in size
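Yeast expressing TDP-43 (pregrown in raffinose, seeded at OD600=0.02 in galactose medium) exposed to compounds 24 hr at 30 deg C. Growth read by BacTiter-Glo luminescence; rescue of toxicity appears as increased signal.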
HEK293 tox: cytotoxicity counter-screen for GLP-1 receptor inverse agonists; AID 624418; Potency, µM (titrated, usually from 38.3 µM), for inactives: top-dose activity change, negative = inhibition, actives largely listed as inhibitors; HEK293 cAMP-luciferase reporter cells, luminescence, 24 h; 410,000 compounds, 0.13% hits;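 also: loss of luciferase light is scored as toxicity; potency is read from the fitted curve at half-maximal effect; % is scaled to controls: 0 for no effect and ±100 for the full control effect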
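Cells in DMEM/10% Nu serum/1% pen-strep, 1536-well format. Pre-incubated 12 h, dosed with 23 nL compound, incubated a further 24 h. Luciferase detection, 12 min at room temp, luminescence.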
pAkt inh: Akt phosphorylation inhibition; Neuro2A IGF-stimulated pAkt S473 HTRF, 20 min; stronger effect = lower value; activity change, % for hits at 50 µM; AID 651550; 360,000 compounds, 0.32% hits; in the data active = activity change below about -80%; inconclusive = mostly about -51% to -80%; also: % is scaled to controls: 0 for no effect and ±100 for the full control effect
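Single-point screen (50 µM final compound) in Neuro2A cells stimulated 20 min with 6 nM IGF at 37 deg C. After lysis, Ser473-phosphorylated Akt read by HTRF (ex 330 nm, em 615/665 nm) as the 665/615 ratio.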
FUS yeast rescue: rescues growth of FUS-expressing yeast; 390,000 compounds, 0.24% hits; Potency, µM (top dose mostly 76.6 µM), for inactives: top-dose growth rescue (activation), actives largely listed as activators; S. cerevisiae FUS-expressing, growth rescue, OD600, 24 h;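 also: potency is read from the fitted curve at half-maximal effect; plate controls were DMSO vehicle for no effect and reference control for full effect; nearly all actives have a fitted effect of over 55% in size; some results filed as inactive show a strong effect at the top dose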
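Read-out: OD at 600 nm after 24hr at 30C, reporting rescue of FUS-induced yeast toxicity. Cells at OD 0.005 in galactose (2%) minimal medium; compounds tested in a dilution series; CP55940 titration from 92uM final as control.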
aSyn rescue: inhibitors of alpha-synuclein toxicity in yeast; Potency, µM (top dose mostly 46.1 µM), for the others: top-dose growth rescue (activation), most hits filed as activators; Yeast expressing alpha-synuclein, growth rescue, BacTiter-Glo, 24 h; AID 652106; 370,000 compounds, 0.14% hits; also: potency is read from the fitted curve at half-maximal effect; % of control where 0% means no effect; nearly all actives have a fitted effect of over 65% in size
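Galactose-induced alpha-syn yeast (OD600=0.02, raffinose-pregrown) + pinned cpd, 24 hr, 30 deg C; growth by BacTiter-Glo luminescence. Growth restoration scores as activation.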
Numbers without * were called inactive; i = inactive; ? = inconclusive; . = not tested or not shown; & = joins results of further samples; [ ] = dose if it differs, or a comment. Unless noted, calls follow the shape of the dose curve; as a rule, active = well fitted curve in the direction sought with a large enough effect; inconclusive = small, poorly fitted or top-dose-only effect, or another doubt; inactive = no such curve, though single readings can be large; an effect the other way counts as inactive or inconclusive. These rows are one share of the data, so the mix of outcomes need not match the whole.

SMILES | PTHR1 ag | GLP1R inv ag | Abeta rescue | Mm-Cpn inhibitor | TDP43 rescue | HEK293 tox | pAkt inh | FUS yeast rescue | aSyn rescue
Cc1ccc(C)c(NC(=O)Cn2cc(S(=O)(=O)NC(C)C)c(S(=O)(=O)NC(C)C)c2)c1 | i | -12% | -5% | . | 16% | -25% | . | 13% | .
O=C1OCCC1Sc1nc2ccccc2c(=O)n1Cc1ccc(F)cc1 (stereo not drawn) | -26% | -26% | -18% | 1% | ? | -2% | i | 18% | ?
CC1CC2(C)C(=CC1=O)CCC1C2C(O)CC2(C)C1CCC2(O)C(=O)CO (stereo not drawn) | i | 33%[activator] | 3% | . | -5% | -16% | i | 10% | 7%
O=C(CCC1CCCC1)N1CCN(C(=O)C2CC2)CC1 | i | 9% | -4% | 2% | 9% | -14% | i | -16% | -10%
Cc1nc(N2CCCC2)c2c(C(=O)N3CCN(c4cccc(Cl)c4)CC3)c(C)oc2n1 | -47%[inhibitor] | ? | 13% | . | 11% | -5% | . | ? | .
CCOc1cc(C(=O)N(C)Cc2cc3ccccc3[nH]c2=O)cc(OCC)c1OCC | i | 13% | 18% | 0% | 15% | -11% | i | 15% | 3%
CCCCC(=O)Nc1cc(C)c2c(=O)oc3ccccc3c2n1 | -28% | 12% | 10% | -1% | ? | 0% | i | -6% | 3%
Fc1ccccc1Nc1n[nH]c(=S)s1 | -6% | 25%[7.66 µM] | -14% | -2% | -12%[9.22 µM] | 2%[7.66 µM] | i | 18% | 0%
O=C(c1ccc2c(c1)CCC2)N1CCN(Cc2ccccc2)CC1 | -14% | -59% | 10% | . | -5% | -8% | i | -3% | -3%
CC(=O)Oc1c(C)c(C)c2c(c1C)CC[C@@](C)(CCC[C@H](C)CCC[C@H](C)CCCC(C)C)O2 | i | -1% | -8% | 0% | 13% | 3% | i | -51% | -3%
C#Cc1cccc(-n2nnc(C(=O)OC)c2-c2ccccc2)c1 | -8% | -11% | 1% | 0% | 28% | 6% | i | 15% | 0%
COCCn1c(SCc2ccc(C(=O)OC)o2)nc2ccccc2c1=O | -16%[57.5 µM] | 22% | -1% | -1% | 18% | 0% | i | 12% | 1%
Cc1cnc(C(=O)Nc2ccccc2-n2cccc2)cn1 | i | -3% | -14% | 2% | -10% | 3% | i | 16% | 1%
CC(C)(C)NS(=O)(=O)c1ccc(NC(=O)CS(=O)(=O)Cc2ccccc2)cc1 | -2% | ? | 11% | 0% | -3% | -14% | i | 7% | -1%
COc1ccc(C(=O)NCC(=O)N2CCCC(C)C2)cc1OC (stereo not drawn) | -17% | 18% | -5% | 1% | 7%[9.22 µM] | -2% | i | 12% | 0%
COc1ccccc1-c1ncn(Cc2cccc(-c3ccccc3)c2)c1-c1ccco1 | -17% | ? | -17% | . | ? | -3% | i | ? | 1%
CCCn1nc(C(=O)N2CCN(c3ccccn3)CC2)c2ccccc2c1=O | i | 20% | 9% | 1% | -27% | 1% | i | 17% | -2%
COc1cc2c(cc1OC(C)=O)C(=O)CCCC2 | -4% | 20% | -5% | . | 22% | 2% | i | -24% | -3%
CN1CCc2c(sc3c2c(NCc2ccco2)nc2nnnn23)C1 | -33%[inhibitor] | -2% | -12% | 0% | -7% | 3% | i | 36% | 1%
COc1ccnc(Oc2ccccc2)c1C(=O)N/C=N/OCc1ccccc1F | -9% | -7%[7.66 µM] | -2% | 3% | 2%[9.22 µM] | 0%[7.66 µM] | i | 16% | 5%
Cc1cc(C)n2nc(SC(C)C(=O)N3CCOCC3)nc2n1 (stereo not drawn) | i | 20% | 1% | -2% | 9% | -7% | i | 7% | 1%
COc1cc(NS(=O)(=O)c2ccc(N/C=C\C(=O)c3ccc(OC)c(OC)c3)cc2)nc(OC)n1 | -8% | 43%[activator] | 4% | -8% | 1% | 97%[activator] | i | . | 21%
O=[N+]([O-])c1ccccc1/C=N/Nc1nc(N2CCCC2)nc(N2CCCC2)n1 | i | -21% | -3% | -3% | 14%[9.22 µM] | -4% | i | 29% | -7%
COc1ccccc1C(=O)NNC(=O)c1cccc(C)c1 | -35%[inhibitor] | -12% | -3% | 3% | ? | 31% | i | -6% | -1%
CC(C)Oc1ccc(S(=O)(=O)N2CCOCC2)cc1NC(=O)C1CCCC1 | -39%[inhibitor] | 11% | 1% | 1% | 14% | -6% | i | 6% | 8%
CC(=O)Nc1nonc1-c1nc2ccccc2n1Cc1ccccn1 | i | 7% | 11% | 0% | 14% | -2% | i | -3% | -2%
O=C(Nc1cccc(S(=O)(=O)N2CCCC2)c1)c1cc(S(=O)(=O)N2CCOCC2)ccc1F | -11% | -40% | 4% | -4% | -17% | 4% | i | 43% | 2%
CCCc1nc(N)nc2c1C(=O)CC(C)(C)C2 | i | 97%[activator] | -19% | -20% | -4% | -9% | i | ? | -2%
Cc1cc(C)cc(-n2cc(C(=O)O)c(=O)cc2C)c1 | i | -6% | 2% | -3% | -8%[0.397 µM] | -14% | i | -9% | 10%
CCOC(=O)c1ccc(NC(=O)C(C)NS(=O)(=O)c2ccc(OC)cc2)cc1 (stereo not drawn) | i | 2% | -13% | 3% | -9% | 5% | i | 14% | 11%
CCCN1C2CCCC1CC(NC(=O)c1ccccc1)C2 (stereo not drawn) | -14% | 1% | 10% | -2% | 5% | 2% | i | 17% | -1%
Cc1cccc(NC(=S)N(CCN(C)C)Cc2cccs2)c1 | -4% | ? | -11% | -2% | -24% | 9% | i | -2% | 10%
CCc1nc2c(OCc3c(C)noc3C)cccn2c1N(C=O)Cc1ccccc1 | -2% | 5% | -6% | . | 15% | 3% | i | -2% | ?
CC1(C(=O)NS(=O)(=O)c2cccc(F)c2)CCN1C(=O)CC1CCCC1 (stereo not drawn) | i | 10% | 10% | . | ? | 3% | i | -11% | -1%
O=C(CSc1nc2ccccc2[nH]1)Nc1ccccc1N1CCOCC1 | i | 0% | -10% | 1% | -16% | 8% | i | 41% | 8%
Cc1ccccc1S(=O)(=O)Cc1ccc(C(=O)NC2CCCCC2)o1 | ? | ? | 3%&-20% | 2% | 5%&8% | 0%&7% | i | -13%&16% | 15%
Cn1cnc(S(=O)(=O)N2CCCC(C(=O)NCc3ccc(Cl)cc3)C2)c1 (stereo not drawn) | 1% | 0% | -16% | . | 3% | -2% | . | -6% | .
O=C(Nc1ccc(Cl)cn1)Nc1ccccc1F | i | 3% | 7% | 1% | 25% | 0% | i | -6% | -2%
Cc1cc(C)nc(NS(=O)(=O)c2ccc(NC(=O)c3ccccc3C)cc2)n1 | i | 3% | -15% | 3% | -3% | -6% | i | -5% | -2%
O=C(/C=C/c1ccc(OC(F)F)cc1)OCC(=O)N1CCc2ccccc21 | -1% | 9% | 10% | -2% | 3% | -6% | i | -16% | -2%
COc1ccc2[nH]c(=O)c(CN(C)C(=O)C3CCCCC3)cc2c1 | i | 3% | 0% | 0% | -6% | 2% | i | 0% | 5%
N#CCSc1nnc(-c2cnccn2)n1Cc1ccccc1 | i | -6% | 5% | -8% | 2% | -3% | i | 12% | -1%
O=C(c1cccc(Oc2ccccc2)c1)N1CCN(c2ccccn2)CC1 | -2% | ? | 6% | -4% | -8% | 3% | i | 14% | 0%
CCN(c1ccccc1)S(=O)(=O)c1ccc2[nH]cc(C(=O)N3CCOCC3)c(=O)c2c1 | -3%[57.5 µM] | 10% | 3% | 1% | 0% | 21% | i | 2% | -1%
O=C(C1CCCCC1)N1C[C@@H](O)[C@H](n2cc(C3CC3)nn2)C[C@@H]1c1ccc(Cl)cc1 | i | ? | 1% | . | 0% | -15% | i | 12% | 6%
O=C(c1ccc2oc(CCCc3ccccc3)nc2c1)N1CCCC1 | -4% | 6% | 4% | 0% | -13% | -4% | i | 9% | 3%
Cc1nc2ccccc2c(=O)n1/N=C/c1ccccn1 | -13%[57.5 µM] | 1% | 10% | ? | -1% | -13% | i | -26% | -8%
CC(=O)Oc1ccc(C(=O)Nc2cccnc2)cc1 | -25% | 2% | 12% | 1% | 13% | 0% | i | 13% | 1%
O=C(CN1C(=O)C2CC=CCC2C1=O)OCC(=O)c1ccc(Cl)c([N+](=O)[O-])c1 (stereo not drawn) | i | 27% | 0% | 0% | -2% | -10% | i | 5% | 3%
Cn1cc(C(=O)N2CCN(c3cccc(Cl)c3)CC2)c(=O)c2cc(S(=O)(=O)N3CCOCC3)ccc21 | i | -27% | 0% | 1% | -5% | -11% | i | 20% | 8%
O=C(Nc1ccc(Br)cc1F)C(NS(=O)(=O)c1cccc2nsnc12)c1ccccc1 (stereo not drawn) | -21% | ? | -6% | . | 2% | 0% | . | 6% | .
CN(CCc1ccccn1)C(=O)CCC1CCCN(C(=O)c2ccccn2)C1 (stereo not drawn) | -15% | 11% | -27% | 1% | 9% | -5% | i | -24% | 14%
COc1ccc(C)cc1-n1nnc(-c2nc(-c3ccccc3Cl)no2)c1N | i | -1% | -1% | . | 4% | -2% | . | -9% | .
Cc1cc(N)n(-c2ccc(S(N)(=O)=O)cc2[N+](=O)[O-])n1 | i | 6% | -13% | -2% | -8% | 11% | i | 22% | -6%
